CHT allo act = CHT positive allosteric modulators, primary screen, cell-based, membrane potential dye, choline EC20 | B-score at 10 µM | High affinity choline transporter 1 (Homo sapiens), Q9GZV3 | 310,000 compounds, 0.49% hits | AID 488977, 2010 | CHT-expressing cells; active compounds read high; LV-AA mutant CHT in HEK293 cells;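 active means initial fluorescence not abnormally high and integrated response B-score, plate-corrected, over 3 SD above library mean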
Target sequence (Q9GZV3 whole entry, looked up): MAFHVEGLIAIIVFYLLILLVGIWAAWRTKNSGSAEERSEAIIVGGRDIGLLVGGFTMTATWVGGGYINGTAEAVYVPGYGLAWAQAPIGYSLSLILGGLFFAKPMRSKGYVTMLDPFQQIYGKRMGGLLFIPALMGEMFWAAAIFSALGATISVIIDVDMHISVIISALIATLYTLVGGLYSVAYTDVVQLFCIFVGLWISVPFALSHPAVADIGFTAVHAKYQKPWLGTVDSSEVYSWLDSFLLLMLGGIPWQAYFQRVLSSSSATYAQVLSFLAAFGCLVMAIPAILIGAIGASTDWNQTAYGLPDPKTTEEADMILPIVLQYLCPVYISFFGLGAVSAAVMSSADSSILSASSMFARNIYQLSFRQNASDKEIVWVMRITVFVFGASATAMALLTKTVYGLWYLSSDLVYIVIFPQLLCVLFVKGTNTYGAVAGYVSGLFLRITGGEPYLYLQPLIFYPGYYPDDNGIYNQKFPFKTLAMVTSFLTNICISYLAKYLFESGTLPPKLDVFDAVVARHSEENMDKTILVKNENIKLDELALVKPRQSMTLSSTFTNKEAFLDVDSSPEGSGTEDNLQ
CHT block = inhibitors of human choline transporter CHT | High affinity choline transporter 1 (Homo sapiens), Q9GZV3 | CHT-expressing cells, membrane potential dye, choline response; active compounds read low | B-score at 10 µM | 310,000 compounds, 0.86% hits | AID 488975, 2010;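 active means B-score over 3 SD under the library average, and starting fluorescence ratio not unusually high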;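 further: choline stimulus applied at its EC90 after an EC20 pre-addition; B-score computed on integrated fluorescence ratio after choline addition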
Starred values were filed as active, the others as inactive; i = inactive.

Molecule | CHT allo act | CHT block
COc1ccc(NC(=O)CSc2nc(SC)ns2)c(OC)c1 | i | i
Cc1cccc(N2C(=O)N3[C@@H]4c5ccccc5OC[C@@H]4[C@@H](c4ccccc4)[C@]3(C)C2=O)c1 | i | i
CCN(CC)CCNC(=O)c1ccc(Sc2ccc(C)cc2)c(NC(C)=O)c1 | i | i
O=c1cc(-c2ccccc2)cc(-c2ccccc2)n1CCCO | i | i
CCCc1cc(C(=O)Nc2ccc(C(C)=O)cc2)no1 | i | i
CCCC(c1nnnn1Cc1ccc(OC)cc1)N1CCN(c2ccccc2OC)CC1 (stereo not given) | i | i
COc1ccc(NC(=O)Cc2nc3ccccc3[nH]2)cc1 | i | i
Cc1nc2ccccc2c2c1C(=O)N(Cc1cccnc1)C2=O | i | i
COc1ccc(O)c(CN2CCC(n3nccc3NC(=O)c3ccccc3Cl)CC2)c1 | i | i
CCn1cnc2c1c(=O)n(Cc1nnc3n1-c1ccccc1SC3)c(=O)n2Cc1ccccc1 | i | i
CCOC(=O)C(Cc1ccccc1)NC(=O)CCc1nnc2ccc(N3CCOCC3)nn12 (stereo not given) | i | i
O=C(Cc1ccccc1)Nc1ncccc1Cl | i | i
Cc1ccc(CCSc2ccc(F)cc2)cn1 | i | i
COc1ccc(C(=O)NCCS(=O)(=O)NCc2ccc(C)cc2)cc1 | i | i
Cc1nc(N)nc(N/N=C/c2c(F)cccc2Cl)n1 | i | i
Cc1cccc(NC(=O)CSc2nc3nc(C)cc(C)n3n2)c1 | i | i
CCN(CC)S(=O)(=O)c1ccc(Nc2cc(C)nc3ncnn23)cc1 | i | i
CCN(CC)C(=O)Oc1ccc2cc(Br)ccc2c1 | i | i
COc1ccc(CCN2C(=O)C3C(C2=O)C2C=CC3C23CC3)cc1OC (stereo not given) | i | i
COc1ccccc1NC(=O)CSc1nc2sc(C)c(C)c2c(=O)n1Cc1ccco1 | i | i
CN(C)/C=C/C(=O)c1ccccc1F | i | i
Cc1ccc(NC(=O)C2C3CCCC2C3c2ccccc2)cc1 (stereo not given) | i | i
CC(=O)Nc1ccc(S(=O)(=O)Nc2ccc(N3CCOCC3)cc2)cc1 | i | i
COCC(=O)Nc1ccc([N+](=O)[O-])cc1OC | i | i
CC(C)NC(=O)NC(=O)CSc1nncs1 | i | i

For convenience, 2 of the compounds above.
Molecule | CHT allo act | CHT block
Cc1cccc(NC(=O)CSc2nc3nc(C)cc(C)n3n2)c1 | i | i
CCN(CC)S(=O)(=O)c1ccc(Nc2cc(C)nc3ncnn23)cc1 | i | i

The listing picks up; the two compounds before the break are reprinted first.
Molecule | CHT allo act | CHT block
COCC(=O)Nc1ccc([N+](=O)[O-])cc1OC | i | i
CC(C)NC(=O)NC(=O)CSc1nncs1 | i | i
COc1ccc(NC(=S)NC2CC3CCCC(C2)N3C2CC2)cc1 (stereo not given) | i | i
CC(=N\NC(=O)c1ccccc1)/C(=N/O)C(=O)Nc1ccccc1 | i | i
COc1ccccc1-c1nc(C#N)c(N2CCN(C(c3ccccc3)c3ccccc3)CC2)o1 | i | i
N#CCc1cc2ccc3cccc4ccc(c1)c2c34 | i | i
CCN(CC)Cc1c(O)ccc2occ(C(=O)c3ccccc3)c12 | i | i
COc1ccc(CC2(CO)CCN(Cc3cnc(-c4ccccc4C)nc3)CC2)cc1 | i | i
Cc1cccc(NC(=O)CC2NC3CCCCC3NC2=O)c1 (stereo not given) | i | i
O=C(O)/C=C(\Oc1ccccc1)C1(O)CCCCC1 | i | i
CCOC(=O)CCSc1nc(C)c2ccccc2n1 | i | i
COCCN1Cc2cccc(C(=O)Nc3ccc4c(c3)OCCO4)c2C1=O | i | i
COc1cccc(C(=O)Nc2ccc(Oc3cccc(C(F)(F)F)c3)nc2)c1 | i | i
Cc1ccsc1/C=N/NC(=O)C1CC(=O)N(c2ccccc2)C1 (stereo not given) | i | i
O=C(Cn1cnc2ccccc2c1=O)NCc1cccs1 | i | i
O=c1[nH]n(-c2ccccn2)c(=O)c2ccccc12 | i | i
Cc1ccc(C(=O)Nc2ccc(N3CCN(C)CC3)cc2)cc1C | i | i
O=C(Nc1ccccc1)NC1CCCc2ccccc21 (stereo not given) | i | i
NS(=O)(=O)c1ccc(CCNC(=O)COC(=O)CN2C(=O)C3CCCCC3C2=O)cc1 (stereo not given) | i | i
CCCC(=O)NC(c1ccc(OC)cc1)c1ccc2cccnc2c1O (stereo not given) | i | i
C(=N\N=C\c1ccncc1)/c1ccncc1 | i | i
Cc1ccc(NC(=O)CCC(=O)OC(C)C(=O)c2ccccc2)cc1 (stereo not given) | i | i
NS(=O)(=O)c1ccc(CCNCc2cccs2)cc1 | i | i
CS(=O)(=O)c1ccc(NS(=O)(=O)c2ccc3ccccc3c2)cc1 | i | i
CSCc1cc(N2CCOCC2)nc(-c2ccccc2)n1 | i | i
COc1cccc(CN(C)C(=O)c2sccc2-c2ccccc2)c1OC | i | i
CCN(CC)CCSc1nc(O)c(Cc2ccccc2)c(=O)n1-c1ccccc1 | i | i

Arranged by count of non-hydrogen atoms (ascending): four of the compounds above.
Molecule | CHT allo act | CHT block
CSCc1cc(N2CCOCC2)nc(-c2ccccc2)n1 | i | i
CS(=O)(=O)c1ccc(NS(=O)(=O)c2ccc3ccccc3c2)cc1 | i | i
CCN(CC)CCSc1nc(O)c(Cc2ccccc2)c(=O)n1-c1ccccc1 | i | i
COc1ccccc1-c1nc(C#N)c(N2CCN(C(c3ccccc3)c3ccccc3)CC2)o1 | i | i

Following part.
Molecule | CHT allo act | CHT block
CN(C)C(=O)Cn1cc(S(=O)(=O)Cc2ccccc2)c2ccccc21 | i | i
COC(=O)c1ccc(CSc2nnc(NC(=O)c3cc4c(s3)CCCC4)s2)cc1 | i | i
C=CCN(c1ccccc1)S(=O)(=O)c1ccc2c(c1)oc(=O)n2C | i | i
COc1ccc(CC(=O)Nc2nnc(C)s2)cc1 | i | i
O=C(C1CCCN(Cc2cccc(F)c2)C1)N1CCCCC1 (stereo not given) | i | i
COc1cccc(C(=O)N(c2ccc(OC)cc2OC)C2C=CS(=O)(=O)C2)c1 (stereo not given) | i | i
C=CCNc1nnc(SCC(=O)Nc2ccccc2OC)c2ccccc12 | i | i
Cc1cnc(NC(=O)CSc2nnc(CNc3ccc(F)cc3)n2CC2CCCO2)s1 (stereo not given) | i | i
Cc1ccc(Nc2c(-c3ccc(N4CCOCC4)cc3)nc3ncccn23)cc1 | i | i
CN1C(=O)c2ccccc2Sc2ccc(C(=O)O)cc21 | i | i
Cc1ccc(-c2cc(C(F)F)nc(NCc3cccs3)n2)cc1 | i | i
CSc1ccccc1OCc1cc(C(=O)NC(C)CCn2cccn2)no1 (stereo not given) | i | i
OCC1(Cc2cccc(Cl)c2)CCCN(Cc2cn[nH]c2C2CCCCC2)C1 (stereo not given) | i | i
Cn1cnnc1SCC(=O)Nc1ccc(F)cc1F | i | i
O=C(Nc1cccc(Oc2ccc(C(=O)O)c(C(=O)O)c2)c1)c1ccc(-c2ccccc2)cc1 | i | i
CCCS(=O)(=O)N1CCC(C(=O)NCc2ccco2)CC1 | i | i
COc1cccc(NC(=O)N2CCCC2C(=O)NCc2ccco2)c1 (stereo not given) | i | i
O=C(O)c1ccc(-c2ccccc2Cl)o1 | i | i
O=C(O)c1c(-c2ccccc2)oc2ccc(O)cc12 | i | i
O=C(Cc1cccc(C(F)(F)F)c1)Nc1ccccc1 | i | i
Cc1ccccc1-c1noc(C(C)NC(=O)c2ccco2)n1 (stereo not given) | i | i
CCCc1nc(N)c(C#N)c(-c2cccnc2)c1CC | i | i
CC(=O)Nc1cc(ON=C(C)C)cc([N+](=O)[O-])c1 | i | i
N#CC1=C2SCC(O)(c3ccccc3)N2C(=O)CC1c1ccccc1F (stereo not given) | i | i
COc1ccc2nc(C)cc(Nc3ccc(N4CCOCC4)cc3)c2c1 | i | i
NC(=O)CSc1oc(-c2ccc(F)cc2)nc1S(=O)(=O)c1ccccc1 | i | i
CCC(C)NC(=O)Cn1c(=O)n(CCCC(=O)NCc2ccccc2Cl)c(=O)c2ccccc21 (stereo not given) | i | i
NC(=O)C1(NC(=O)[C@@H]2CC3(CC(c4cccc(NC(=O)[C@@H]5CCC(=O)N5)c4)=NO3)CN2C(=O)Cc2ccc(Cl)cc2)CC1 (stereo not given in full) | i | i
CCOc1cccc(C(c2c(C)n(C)n(-c3ccccc3)c2=O)c2c(C)n(C)n(-c3ccccc3)c2=O)c1OC | i | i
O/C=c1\ccc2cccc3nc(C(F)(F)F)nc1c23 | i | i
O=C(NCCCN1CCCC1=O)c1c(O)nc2ccccn2c1=O | i | i
CNC(=O)CSc1nc2nc(C)cc(C)n2n1 | i | i
Cc1ccc(/C=N/N=C/c2ccc(C)cc2)cc1 | i | i
S=c1[nH]nc(COc2ccc3c(c2)OCO3)n1-c1ccccc1 | i | i
CCN(CC)S(=O)(=O)c1ccc(N2CCOCC2)c(NC(=O)Cc2ccc(Cl)cc2)c1 | i | i
O=C(c1ccc(S(=O)(=O)c2cccc(Cl)c2)c([N+](=O)[O-])c1)N1CCN(Cc2ccccc2)CC1 | i | i
C=CCn1c(Cc2nc3ccc(Cl)cc3[nH]2)n[nH]c1=S | i | i
Cc1cc(C)c(NC(N)=S)c(C)c1 | i | i
COC(=O)c1c(-c2ccc(OC)c(OC)c2)csc1N | i | i
COC(=O)c1ccc(CN2CCC(Oc3cccc(C(=O)N4CCCC4)c3)CC2)cc1 | i | i
O=C(COc1ccc2cc(Br)ccc2c1)N1CCCC1 | i | i
O=C(CN1CCCC1)Nc1ccc2c(c1)CCC2 | i | i
CCOC(=O)/C(C#N)=C/c1c(Oc2cc(C)cc(C)c2)nc2ccccn2c1=O | i | i
NC(=O)[C@@H]1CCOc2c(F)cc([N+](=O)[O-])cc2C(=O)N[C@@H](CO)C(=O)NCC(=O)N1 | i | i
COc1ccc(-c2nn(-c3ccccc3)cc2CN2CCCO2)c(F)c1 | i | i
Cc1noc(/C=C/c2ccco2)c1S(=O)(=O)N1CCC(C(=O)N2c3ccccc3CC2C)CC1 (stereo not given) | i | i
COc1ccc(OC)c(CN2CCN(C(=O)c3ccco3)CC2)c1 | i | i
O=S(=O)(c1ccc(-c2csc(Nc3ccc(F)cc3)n2)cc1)N1CCCC1 | i | i
COCCn1c(C)cc(C(=O)COC(=O)C23CC4CC(CC(O)(C4)C2)C3)c1C | i | i
CCOc1ccc2nc(SCC(=O)Nc3ccc4[nH]c(=O)[nH]c4c3)[nH]c2c1 | i | i

Following part
Molecule | CHT allo act | CHT block
O=c1[nH]c(N2CCCCC2)nc2ncn(Cc3ccccc3)c12 | i | i
CSc1nc(-c2ccccc2)nn1S(=O)(=O)c1ccc(Cl)cc1 | i | i
Fc1ccccc1-c1csc(=Nc2cccnc2)n1CCCn1ccnc1 | i | -6.8*
CCC(C(=O)NC1CCCC1)N(C(=O)c1snc(C(N)=O)c1N)c1ccc(C)cc1C (stereo not given) | i | i
C=CCn1c(CCC)nc2ccccc21 | i | i
CC(=O)NCCN1C(=O)S/C(=C\c2cccs2)C1=O | i | i
CCc1ccccc1NC(=O)CSc1nnc([C@@H](NC(=O)OC(C)(C)C)C(C)C)o1 | i | i
CN1CCC(OC(=O)COc2ccccc2)CC1 | i | i
CCOC(=O)CCNC(=O)c1ccc2nc(C3CCCCC3)oc2c1 | i | i
COC(=O)C1=C(C)NC2=C(C(=O)C(C(=O)OC)C(c3ccc(OC)cc3)C2)C1c1ccccn1 (stereo not given) | i | i
COc1ccc(CSCC(=O)N/N=C/c2ccccc2O)cc1 | i | i
O=C(CCS(=O)(=O)c1ccc(F)cc1)Nc1nc(-c2ccccn2)cs1 | i | i
COc1cc2c(cc1NC(=S)Nc1ccccc1C)oc1ccccc12 | i | i
O=C(Nc1cc([N+](=O)[O-])ccc1Cl)C(Sc1ccccc1)c1ccccc1 (stereo not given) | i | i
C=C1CCC[C@]2(C)C[C@H]3OC(=O)C(CNC(CC)CO)[C@H]3CC12 (stereo not given in full) | i | i
CCOC(=O)N1CCN(C(=O)C2CCC(=O)N(CCCN3CCCC3=O)C2)CC1 (stereo not given) | i | i
CCNS(=O)(=O)c1cc(OC)c(Cl)cc1OC | i | i
COc1ccc(OC)c(S(=O)(=O)N/N=C(/C)c2ccc3c(c2)OCO3)c1 | i | i
COc1ccccc1N1CCN(S(=O)(=O)c2cc(C(F)(F)F)cc(C(F)(F)F)c2)CC1 | i | i
COc1ccc(NC(=O)N2CCCC2C(=O)Nc2cccc(C)c2C)cc1 (stereo not given) | i | i
CS(=O)(=O)N(CC(=O)NC1CCCC1)Cc1ccc(F)cc1 | i | i
CCCCCOc1ccc2oc(=O)c3c(c2c1)CCCN3C(=O)CN1CCCC(C(=O)OCC)C1 (stereo not given) | i | i
Cc1cccc(NC(=O)CNc2cc(C)ccc2C)c1 | i | i
CCOc1ccc(CNC(=O)C2CCN(c3nn4c(=O)cc(C)nc4s3)CC2)cc1 | i | i
Cc1sc(NC(=O)c2ccc(F)cc2)c(CN2CCCCCC2)c1C | i | i
CSc1cccc(NC(=S)N(CCCN2CCC(C)CC2)Cc2cccs2)c1 | i | i
Cc1ccc(Cn2c(SCC(N)=O)nc3c2c(=O)n(C)c(=O)n3C)cc1 | i | i

Bioassay records: PubChem BioAssay, Johns Hopkins Ion Channel Center
